Pf growth 96h: Primary qHTS for delayed death inhibitors of the malarial parasite plastid, 96 hour incubation; AID 504834, 2011; hit rate 6.9% among 320,000; P. falciparum luciferase reporter growth, 96 h; Potency, µM (series often up to 28.7 µM), inactives show at the top dose activity change, negative = inhibition, hits mostly inhibitors; note: potency is the fitted concentration of half-maximal effect; % is set by controls: 0 for no effect and ±100 for the full control effect
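Parasite growth measured via integrated firefly luciferase reporter in P. falciparum. Infected erythrocytes at 2% hematocrit, 0.05% parasitemia final were treated 96 hours at 37 C under 5% CO2, and luminescence was read.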
Shiga inhibitor: A qHTS for Small Molecule Inhibitors of Shiga Toxin. Vero cells, Shiga toxin protein synthesis inhibition reporter. inhibition, % at 38.7 µM. hit rate 9.2% among 290,000; in the data active = inhibition mostly above about 28%, no sharp cut-off; inactive = mostly below about 43%; note: 0% is about no effect
Giardia FBPA inh: qHTS Assay for Inhibitors of Fructose-1,6-bisphosphate Aldolase from Giardia Lamblia. purified Giardia FBPA. Potency, µM (top dose mostly 59.6 µM), for inactives: top-dose activity, negative = inhibition, most hits filed as inhibitors. hit rate 0.71% among 290,000; note: potency is the fitted concentration of half-maximal effect; % is set by controls: 0 for no effect and ±100 for the full control effect; nearly all actives have a fitted effect of over 55% in size
Target sequence (A8B2U2 whole entry, looked up): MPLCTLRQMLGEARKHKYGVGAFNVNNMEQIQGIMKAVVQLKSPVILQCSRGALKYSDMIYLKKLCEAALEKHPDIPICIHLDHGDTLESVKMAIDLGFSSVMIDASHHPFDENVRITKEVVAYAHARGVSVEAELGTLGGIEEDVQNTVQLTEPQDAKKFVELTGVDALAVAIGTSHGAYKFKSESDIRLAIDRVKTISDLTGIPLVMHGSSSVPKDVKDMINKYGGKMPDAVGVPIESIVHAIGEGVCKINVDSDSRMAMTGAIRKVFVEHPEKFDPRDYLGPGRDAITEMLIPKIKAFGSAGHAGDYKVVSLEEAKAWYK
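Giardia FBPA (40 nM reagent) was preincubated 10 min at RT with compound (up to 57.5 uM final), then substrate plus GAPDH/TPI/NAD/arsenate coupling system with diaphorase/resazurin was added; resorufin fluorescence (525/598 nm) was read after 20 min.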
CHX counter: Cycloheximide Counterscreen for Small Molecule Inhibitors of Shiga Toxin; AID 2314, 2010; max response, %; cell reporter, cycloheximide protein synthesis inhibition counterscreen; hit rate 12% among 300,000; in the data active = max response mostly above about 13%, no sharp cut-off; inactive = mostly below about 14%; note: read at 38.3 µM for the half of the compounds with a filed dose; 0% is about no effect
Sm TGR block: qHTS Assay for the Inhibitors of Schistosoma Mansoni Peroxiredoxins | Schistosoma mansoni thioredoxin glutathione reductase (TGR), Q962Y6 | purified TGR, DTNB reduction, TNB absorbance 405 nm | Potency, µM (series often up to 114 µM), inactives show at the highest dose activity change, negative = inhibition, most hits filed as inhibitors | hit rate 3% among 360,000 | AID 485364, 2010; note: potency is the fitted concentration of half-maximal effect; % is set by controls: 0 for no effect and ±100 for the full control effect; nearly all actives have a fitted effect of over 60% in size
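Kinetic colorimetric format: TGR-catalysed, NADPH-driven DTNB reduction monitored via TNB absorbance. Enzyme dispensed at 20 nM; compound exposure 15 min at room temperature before reaction start.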
Pf growth 48h: Primary qHTS for delayed death inhibitors of the malarial parasite plastid, 48 hour incubation. P. falciparum luciferase growth in erythrocytes, 48 h. Potency, µM (doses to about 28.7 µM), without a hit: at the top dose activity change, negative = inhibition, hits mostly inhibitors. hit rate 5.9% among 310,000. AID 504832, 2011; note: potency is the fitted concentration of half-maximal effect; % is set by controls: 0 for no effect and ±100 for the full control effect
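Here the parasites carry a stable luciferase gene and grow inside erythrocytes in Albumax-based RPMI medium with compound for one erythrocytic cycle. Activity is scored as loss of luminescent signal.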
Numbers without * were called inactive; u = inconclusive; x = no result given; [ ] = remark or other dose. Unless noted, calls come from the whole dose curve; as a rule, active = well fitted curve in the direction sought with a large enough effect; inconclusive = small, poorly fitted or top-dose-only effect, or another doubt; inactive = no such curve, though single readings can be large; an effect the other way counts as inactive or inconclusive. Compounds as they come; about 24% have a hit in one of these screens.

compound	Pf growth 96h	Shiga inhibitor	Giardia FBPA inh	CHX counter	Sm TGR block	Pf growth 48h
COc1ccc(S(=O)(=O)NCCNC(=O)N2CCOCC2)cc1	3.8%	-12.3	x	-2.3	1.0%	81.4%[activator]
CC(C)CN1C(=O)NC2(CCCc3ccccc32)C1=O (configuration not stated)	u	-12.6	x	-0.7	-17.5%	-9.2%
O=C(NCC(=O)N1CC(O)CC1C(=O)N1CCCC1C(=O)OCc1ccccc1)OCc1ccccc1 (configuration not stated)	19.8%	-7.6	2.2%	-3.3	41.9%[activator]	48.3%[activator]
Cc1ccccc1C(=O)NC(=S)NCc1ccccc1	-4.4%	x	8.1%	0.9	22.4µM*	-12.6%
Cc1c(S(=O)(=O)Nc2ccc3c(c2)OCCO3)c(=O)n(C)c(=O)n1C	0.0%	-19.0	-2.4%	3.1	-18.3%	x
CC(=O)Nc1ccc(S(=O)(=O)NCC(=O)OCC(=O)NCc2ccco2)cc1	20.8%	x	x	x	u	u
CCCCCc1c(C)nc(N2CCc3ccccc3C2)[nH]c1=O	133.8%[activator]	-11.0	5.3%	-0.5	5.7%	-12.4%
COc1ccc2nc(NC(=O)C3CCCN(S(=O)(=O)c4c(C)noc4C)C3)sc2c1 (configuration not stated)	48.3%[activator]	13.2	-5.0%	-2.6	6.6%	u
O=C(O)C1CN2CCC1CC2 (configuration not stated)	u	-14.1	-1.2%	-3.2	53.4%[activator][11.4 µM]	x
Cc1ccc(C(=O)Nc2ccc(NC(=O)c3cccs3)cc2)c(C)c1	u	2.8	x	3.3	-4.5%	u
CCOC(=O)C1CCCN(C/C(O)=C(\C#N)c2nc(-c3ccc(Cl)cc3)cs2)C1 (configuration not stated)	x	-3.4	8.9%	-2.4	-7.6%	-3.8%
C#CC(=O)N(c1ccc(OC)c(OC)c1)C(C(=O)NC1CCCC1)c1cccs1 (configuration not stated)	-9.2%	-25.7	-2.3%	-9.2	5.62µM*	-12.4%
CC(=O)Nn1cc2c(c1-c1ccccc1)c(=O)n(C)c(=O)n2C	u	-3.1	-9.4%	-2.5	-20.1%	3.9%
O=C(Cc1ccccc1)N/N=C/C=C/c1cccc([N+](=O)[O-])c1	6.4%	8.2	-0.8%	-3.5	2.7%	7.0%
Cc1sc(-c2ccccn2)nc1OC(=O)c1ccc(Cl)c(Cl)c1	u	-17.3	10.2%	-3.4	2.3%	19.0%
CCCNC(=O)C(Cc1ccc(Cl)cc1)NC(=O)c1ccc(C#N)cc1 (configuration not stated)	-0.2%	x	x	x	-1.7%	u
Cn1c(=O)c(NC(=O)c2ccccc2)c2n(c1=S)CCCCC2	13.9%	2.2	-0.2%	-3.0	-0.5%	1.2%
Cc1cccc(N2CCN(CC(=O)N(C3CCCC3)C3CCS(=O)(=O)C3)CC2)c1C (configuration not stated)	u	x	x	x	-20.2%	10.4µM*
C/C=C/CSc1nc2c(c(=O)[nH]c(=O)n2C)n1Cc1ccc(C)cc1	u	-8.0	0.9%	3.1	-2.3%	13.1µM*
COCCNC(=O)C1CCC(CNS(=O)(=O)c2ccc3c(c2)CC(C)N3C(=O)C2CC2)CC1 (configuration not stated)	11.7µM*	-9.2	x	-2.2	3.9%	12.7%

Looked up one by one from the entries so far:
compound	Pf growth 96h	Shiga inhibitor	Giardia FBPA inh	CHX counter	Sm TGR block	Pf growth 48h
COCCNC(=O)C1CCC(CNS(=O)(=O)c2ccc3c(c2)CC(C)N3C(=O)C2CC2)CC1 (configuration not stated)	11.7µM*	-9.2	x	-2.2	3.9%	12.7%
Cc1cccc(N2CCN(CC(=O)N(C3CCCC3)C3CCS(=O)(=O)C3)CC2)c1C (configuration not stated)	u	x	x	x	-20.2%	10.4µM*
O=C(Cc1ccccc1)N/N=C/C=C/c1cccc([N+](=O)[O-])c1	6.4%	8.2	-0.8%	-3.5	2.7%	7.0%
C#CC(=O)N(c1ccc(OC)c(OC)c1)C(C(=O)NC1CCCC1)c1cccs1 (configuration not stated)	-9.2%	-25.7	-2.3%	-9.2	5.62µM*	-12.4%
Cc1sc(-c2ccccn2)nc1OC(=O)c1ccc(Cl)c(Cl)c1	u	-17.3	10.2%	-3.4	2.3%	19.0%

More compounds follow.
compound	Pf growth 96h	Shiga inhibitor	Giardia FBPA inh	CHX counter	Sm TGR block	Pf growth 48h
Cc1ccc(S(=O)(=O)N2CCN(C(=O)COC(=O)CSc3ccccc3)CC2)c(C)c1	9.1%	x	x	x	1.8%	-28.3%
CC(=O)N1C(C)(C)CC(=NOS(=O)(=O)c2ccccc2)CC1(C)C	10.5%	11.5	-1.1%	-1.7	x	-20.5%
O=S(=O)(c1ccc(Cl)cc1)N1CCCCC1c1cccnc1 (configuration not stated)	u	-19.1	-29.0%	-1.7	11.2%	u
CCCCn1c(N)c(N(CC)C(=O)c2ccc3c(c2)S(=O)(=O)c2ccccc2C3=O)c(=O)[nH]c1=O	-16.9%	-18.6	0.7%	1.3	-11.9%	u
O=C(NC1CCCc2ccccc21)N[C@@H](Cc1ccccc1)C(=O)O (some centres not stated)	0.5%	-18.4	6.2%	8.3	-1.2%	-0.4%
Cc1ccc(C)c(-c2nnc(NC(=O)c3ccco3)o2)c1	u	x	x	x	-1.5%	u
O=C(NCC(c1ccc(F)cc1)N1CCOCC1)c1cccnc1Sc1ccc(Cl)cc1 (configuration not stated)	u	x	x	x	6.6%	u
Cc1ccc(S(=O)(=O)N2CCCN(S(=O)(=O)C3CCS(=O)(=O)C3)CC2)cc1 (configuration not stated)	u	-0.5	-0.2%	0.9	3.6%	12.0%
Cc1ccc(-n2nc3c(=O)n(CC(=O)NC4CCCCCC4)nc(C)c3c2C)cc1	13.1µM*	-4.3	10.1%	5.0	-3.8%	14.8%
COc1ccc([C@@]2(C(C)C)ON(c3ccccc3C(F)(F)F)C2=O)cc1	0.294µM*	x	x	x	7.0%	0.329µM*
CCOC(=O)c1ccccc1NC(=O)Cc1ccccc1OC	u	13.5	1.7%	-2.3	0.2%	u
O=C(NCc1ccco1)c1cc2nc(C3CC3)cc(C(F)(F)F)n2n1	x	5.3	1.3%	-3.5	-34.2%	-6.0%
Fc1cccc(Cc2noc(CN3CCN(c4cnccn4)CC3)n2)c1	u	1.2	5.4%	-1.5	-4.1%	u
COc1cc(C(C)=O)ccc1COc1ccc(C(=O)O)cc1OC	29.4%	10.4	1.8%	-1.0	0.0%	-15.3%
CC(=O)OC(C(=O)NCc1ccco1)c1ccncc1 (configuration not stated)	-11.9%	4.1	-6.0%	-6.4	44.7µM*	18.0%
Cn1c(SCc2n[nH]c(=S)o2)nnc1-c1ccccc1	0.9%	-10.0	u	-5.1	-9.5%	15.4%
Cc1ccc(F)cc1-c1ccc(C(=O)N=C(N)N)o1	x	59.8*	0.0%	32.3*	x	x
Cc1cc(C)c2c(N)c(C(=O)C(C)(C)C)sc2n1	-9.9%[5.75 µM]	-12.0	5.5%	-0.7	3.7%	-19.9%
CCOc1ccc(NS(=O)(=O)c2ccc(NS(=O)(=O)c3ccccc3)cc2)cc1	37.1%[activator]	-8.1	7.2%	1.0	-2.6%	x
CCOC(=O)CSc1nc2sc(C)c(C)c2c(=O)[nH]1	6.0%	-17.1	-27.6%	0.7	0.1%	-7.6%
CCOC(=O)C1=C(CSc2nc(CC)c(C)cc2C#N)OC(N)=C(C#N)C1c1ccccc1 (configuration not stated)	1.7%	-10.6	-14.0%	1.2	0.0%	x
CCC(NC(=O)c1cc(COc2ccc(F)cc2Cl)on1)c1ccncc1 (configuration not stated)	-6.3%	-0.6	16.0%	6.4*	-28.5%	-0.5%
CCOC(=O)C1(Cc2cccc(Cl)c2)CCCN(CCO)C1 (configuration not stated)	u	-4.9	-0.9%	-1.5	0.0%	u
S=C(NCc1cccc(Cl)c1)NC1CCCCC1	-11.5%	13.8	2.0%	-1.6	2.9%	-28.0%
Cc1nnc(SCC(=O)N(C)CC(=O)Nc2ccccc2Cl)s1	9.9%	x	x	x	0.0%	2.9%
CCc1ccccc1NC(=O)CCC(=O)OCC(=O)c1ccc(-c2ccccc2)cc1	3.5%	26.9	5.6%	6.7	-28.5%	16.2%
CC(C)N(C(=O)c1ccccc1-c1ccccc1)C(C)C	x	-19.6	-7.7%	1.1	-11.0%	u
COc1cccc(-n2c(Cc3cc(=O)[nH]c(=O)[nH]3)nnc2SCc2cccnc2)c1	-8.5%	1.7	-0.6%	-1.3	-2.2%	x
O=C(NC1CCCCCCC1)c1cc(F)c(F)cc1Cl	u	83.1*	-1.7%	26.0*	x	54.0%[activator]
CCOc1ccccc1CN1CCN(Cc2cc3ccccc3[nH]2)CC1CCO (configuration not stated)	u	20.2	2.3%	1.6	-0.1%	u
CCCCN(C)CCn1c(=S)[nH]c2ncccc2c1=O	x	-13.6	-14.2%	-5.4	-15.4%	x
CCN(CC)S(=O)(=O)c1cc(-c2nn(C)c(=O)c3ccccc23)ccc1C	u	-8.0	x	4.0	6.7%	u
CN1CCCC(OC(=O)c2cc(F)c(F)c(F)c2F)C1 (configuration not stated)	-8.0%	-4.9	-16.9%	-6.2	-9.6%	-15.7%
Cc1ccc(-n2cc(CN3CCN(c4ccccn4)CC3)c(-c3ccc(F)cc3)n2)cc1	-11.6%	32.6	0.0%	4.4	12.8%	9.28µM*
O=C(O)[C@H]1C(=CCO)O[C@H]2CC(=O)N12	14.6%	x	-3.0%	x	x	2.8%
O=C(COc1ccccc1)NCCSc1ccccc1	u	39.9	4.7%	14.0*	0.0%	65.2%[activator]
O=C(CN1C(=O)C2C3C=CC(C3)C2C1=O)OCC(=O)c1ccc(Br)cc1 (configuration not stated)	-8.1%	9.1	2.1%	6.8	6.0%	27.0%
COc1ccc(N=C2NC(=O)/C(=C/C=C/c3ccccc3)S2)cc1	6.57µM*	-6.9	0.9%	-2.1	-6.1%	7.38µM*
CCn1ncc(/C=N/O)c1C	x	3.3	1.7%	-2.2	-0.1%	0.3%
COc1ccc(CSc2ccc(-c3nc4ccccn4c3NCc3ccccc3)cc2OC)cc1	u	x	x	x	-0.2%	10.4µM*
CCCCC(CC)C(=O)Nc1cccc(SC)c1 (configuration not stated)	1.4%	16.6	3.1%	-3.6	0.7%	-8.4%
CCN(CC(=O)Nc1ccc(NC(C)=O)cc1)C(=O)COc1ccc2ccccc2c1	-4.8%	x	x	x	0.6%	3.9%
O=C(CC1SC(=Nc2cccc3ccccc23)N(Cc2ccccn2)C1=O)Nc1ccccc1Br (configuration not stated)	8.28µM*	1.6	-8.7%	-3.5	-0.8%	9.28µM*
CS(=O)(=O)c1cccc(S(=O)(=O)N2CCN(c3ccccn3)CC2)c1	-29.1%	2.2	-0.1%	0.7	-14.5%	-25.3%
CC(C)Oc1cccc(C(=O)C2CCCN(S(=O)(=O)C(C)C)C2)c1 (configuration not stated)	u	-8.9	-1.2%	7.7	-6.7%	-0.3%
CCn1c(SC)nc(O)c(C(c2ccc(OC)c(O)c2)c2c(O)nc(SC)n(CC)c2=O)c1=O	x	-8.0	-0.4%	18.8	3.98µM*	6.6%
O=C(c1cccc(Cl)c1)N1CCCc2ccccc21	-2.9%	x	-2.3%	-3.2	2.7%	0.6%
O=C(NCC(c1ccco1)N1CCc2ccccc2C1)c1ccc([N+](=O)[O-])cc1 (configuration not stated)	u	x	x	x	3.3%	-11.7%
